# IL-2 act = activators of IL-2; IL-2 activation reporter assay, cell-based qHTS; stimulated with anti-CD3/CD4/CD28 beads; in transgenic mouse T cells; activation, % (series mostly up to about 46 µM); actives 0.065% (n = 360,000); in the data active = activation above about 50%; inconclusive = mostly about 30% to 49%; also: 0% is about no effect
#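 Using fluorescent plate cytometry, EGFP and DsRed are detected in transgenic mouse T cells stimulated 18 h at 37 degrees C with antibody-coated beads after 60 min compound pretreatment.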
# GLP1R cytotox = cytotoxic in the GLP-1 receptor inverse agonist counter-screen; HEK293 cAMP-luciferase reporter cells, luminescence, 24 h; Potency, µM (doses to about 38.3 µM), without a hit: at the highest dose activity change, negative = inhibition, hits mostly inhibitors; actives 0.13% (n = 410,000);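 also: loss of luciferase light is scored as toxicity; potency is read from the fitted curve at half-maximal effect; % is scaled to controls: 0 for no effect and ±100 for the full control effect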
#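 1536-well qHTS counterscreen of the MLSMR; 200 cells/uL, 12 h pre-incubation, 23 nL cpd, 24 h at 37 deg C 5% CO2, luciferase detection reagent, 12 min RT, luminescence. Inhibition = undesired.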
# PI5P4Ka inh = inhibitors of human PI5P4K alpha; PI5P4Kalpha enzyme, ADP-Glo luminescence, 60 min; active compounds read low; max response, %; actives 1.2% (n = 330,000); active = max response of -50% or lower; inconclusive = between -30% and -50%; inactive = -30% or higher; also: value at the top dose of about 77 µM; % is scaled to controls: 0 for no effect and ±100 for the full control effect
# Target sequence (P48426 whole entry, looked up): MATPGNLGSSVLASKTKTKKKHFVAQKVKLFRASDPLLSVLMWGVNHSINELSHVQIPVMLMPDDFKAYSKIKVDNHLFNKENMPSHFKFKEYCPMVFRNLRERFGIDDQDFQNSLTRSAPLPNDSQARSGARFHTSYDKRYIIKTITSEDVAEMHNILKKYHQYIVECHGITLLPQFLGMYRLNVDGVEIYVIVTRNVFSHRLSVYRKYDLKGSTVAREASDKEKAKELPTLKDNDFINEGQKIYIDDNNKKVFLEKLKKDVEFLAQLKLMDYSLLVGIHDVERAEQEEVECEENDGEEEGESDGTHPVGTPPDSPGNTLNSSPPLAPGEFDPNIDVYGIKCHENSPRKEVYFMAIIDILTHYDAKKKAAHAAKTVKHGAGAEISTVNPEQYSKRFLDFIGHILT
#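 Human PI5P4Kalpha with substrate in 0.038 M HEPES pH 7.4, 0.28 mM EGTA, 0.1% CHAPS, 5% DMSO; reaction started with 5 microM ATP (final), 60 min at room temperature. ADP formed read by ADP-Glo luminescence.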
# PLK1 PBD block = PLK1 (human) polo-box domain binding inhibition. actives 2.8% (n = 360,000). AID 720504. Plk1 PBD binding of FITC phosphopeptide, fluorescence polarization. P53350. Potency, µM, inactives show max response, negative = inhibition, most hits filed as inhibitors; also: potency is read from the fitted curve at half-maximal effect; series mostly up to about 57 µM; % is scaled to controls: 0 for no effect and ±100 for the full control effect; nearly all actives have a fitted effect of over 65% in size
# GLP1R ag = activates the human GLP-1 receptor; HEK293 GLP-1R CRE-luciferase, luminescence, 4-6 h; cells express a hypersensitive GLP-1R form; P43220; Potency, µM (titrated, usually from 45.6 µM), inactives show at the highest dose activation, usual class: activators; actives 0.007% (n = 380,000); also: potency is read from the fitted curve at half-maximal effect; % of control where 0% means no effect
# Target sequence (P43220 whole entry, looked up): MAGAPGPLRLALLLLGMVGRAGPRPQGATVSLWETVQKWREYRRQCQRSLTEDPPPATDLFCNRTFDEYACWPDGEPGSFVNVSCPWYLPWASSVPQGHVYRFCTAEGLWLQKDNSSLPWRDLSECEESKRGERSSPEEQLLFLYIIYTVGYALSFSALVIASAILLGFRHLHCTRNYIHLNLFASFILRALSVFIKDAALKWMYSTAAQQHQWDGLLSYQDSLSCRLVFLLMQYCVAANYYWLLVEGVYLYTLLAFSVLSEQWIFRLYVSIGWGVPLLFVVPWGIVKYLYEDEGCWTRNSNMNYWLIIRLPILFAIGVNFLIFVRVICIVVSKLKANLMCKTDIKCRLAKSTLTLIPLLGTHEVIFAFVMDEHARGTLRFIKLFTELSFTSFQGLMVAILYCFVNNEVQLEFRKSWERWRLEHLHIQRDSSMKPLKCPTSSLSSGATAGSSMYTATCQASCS
# EPAC1 ag = activates human EPAC1 exchange factor | O95398 | EPAC1 agonist qHTS, biochemical assay; response scale: 100% = response to 6.5 mM cAMP | Potency, µM (top dose mostly 154 µM), for the others: top-dose activation, hits mostly activators | actives 0.073% (n = 360,000); also: potency is read from the fitted curve at half-maximal effect; nearly all actives have a fitted effect of over 60% in size
#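 Nucleotide exchange assay: 100 nM EPAC1 with 250 nM Rap1B loaded with BODIPY-GDP and 50 uM GDP, room temperature. Fluorescence (480/540 nm) read every 5 min for 30 min; signal change normalized to 6.5 mM cAMP as full agonist.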
# GLP-1R inv ag = acts as inverse agonist at human GLP-1 receptor | P43220 | HEK293 GLP-1R CRE-luciferase, luminescence, 24 h; GLP-1R form is constitutively active | Potency, µM (top dose mostly 38.3 µM), for inactives: at the top dose activity change, negative = inhibition, hits mostly inhibitors | actives 1.6% (n = 410,000); also: potency is read from the fitted curve at half-maximal effect; % is scaled to controls: 0 for no effect and ±100 for the full control effect; nearly all actives have a fitted effect of over 55% in size
#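 Stable HEK293 clone (constitutively active GLP-1R + cAMP-response luciferase); 200 cells/uL plated, 12 h pre-culture, compound 24 hr, 37 deg C/5% CO2; detection reagent 12 min RT; luminescence.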
# EPAC1 antagonist = antagonists of human EPAC1; actives 0.14% (n = 360,000); Potency, µM (series often up to 115 µM), without a hit: at the top dose activity change, negative = inhibition, hits mostly inhibitors; EPAC1 GEF assay, Rap1b-BODIPY-GDP exchange fluorescence; O95398;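 also: potency is read from the fitted curve at half-maximal effect; plate controls were vehicle for no effect and positive control for full effect; nearly all actives have a fitted effect of over 50% in size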
# PTHR1 ag = agonists of human PTHR1 parathyroid hormone receptor. Potency, µM (titrated, usually from 115 µM), for the others: at the top dose activation, actives largely listed as activators. actives 0.075% (n = 410,000). Q03431. HEK293 GP2 PTHR1 cells, GloSensor cAMP luminescence, 1 h; also: potency is read from the fitted curve at half-maximal effect; nearly all actives have a fitted effect of over 55% in size; some results filed as inactive show a strong effect at the top dose; inactives centre near -15; many of its hits are not listed in these tables
#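 HEK-293-derived GP2 cells expressing PTHR1 and a GloSensor cAMP reporter, 3,000/well, plated overnight, given luciferin plus IBMX (each 0.5 mM as added) for 1 h at 37 °C, then compound for 1 h at 37 °C. Luminescence was read after 15 min at room temperature.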
# Starred values were filed as active, the others as inactive; i = inactive; ? = inconclusive; . = no result given; [ ] = another dose, or the depositor's remark. Unless noted, calls follow the shape of the dose curve; as a rule, active = well fitted curve in the direction sought with a large enough effect; inconclusive = small, poorly fitted or top-dose-only effect, or another doubt; inactive = no such curve, though single readings can be large; an effect the other way counts as inactive or inconclusive. Only part of the results is shown; count on the stated rates, not on these rows.
SMILES,IL-2 act,GLP1R cytotox,PI5P4Ka inh,PLK1 PBD block,GLP1R ag,EPAC1 ag,GLP-1R inv ag,EPAC1 antagonist,PTHR1 ag
Cc1[nH]c2ccccc2c1C(c1ccncc1)N1CCN(c2ccc(F)cc2)CC1 (stereo not given),0.4,-23%,-2,-5%,-2%,-5%,-26%,-7%,i
Cc1ccc(C)c(OCC(O)CN2CCC(C)CC2)c1C (stereo not given),0.0,-24%,6,-10%,12%,-1%,?,2%,i
CC(C)OCCCNC(=O)Cc1ccc(F)cc1,-2.5,2%,3,-2%,4%,2%,19%,-5%,i
CCc1cc2c(=O)nc3n(c2s1)Cc1ccccc1/C3=C(/O)c1cccc([N+](=O)[O-])c1,0.1,11%,.,-12%,6%,-4%,0%,11%,i
Cc1ccc(OCCNC(=O)/C=C/c2ccc([N+](=O)[O-])cc2)cc1C,-1.2,-3%,5,-8%,-3%,11%,-19%,-5%,i
COCCNC(=O)c1ccc2c3n(nc2c1)-c1ccc(Cl)cc1CO3,-0.3,?,5,1%,4%,5%,32%[activator],-8%,-33%[inhibitor]
Cc1cnc(C(=O)OCC(=O)c2ccc(Cl)cc2)cn1,-2.5,-15%,-5,-4%,0%,10%,4%,5%,-18%
O=C(CCNC(=O)c1ccc([N+](=O)[O-])cc1)Nc1ccc(Cl)c(S(=O)(=O)N2CCOCC2)c1,2.0,-13%,1,-9%,-1%,4%,21%,-15%,-38%[inhibitor]
O=[N+]([O-])C(/C=C(\Cl)[N+](=O)[O-])=C1N(Cc2ccc(Cl)nc2)CCN1Cc1ccc(Cl)nc1,-0.9,-27%,.,6%,17%,3%,9%,-7%,i
COc1ccc(CCNC(=O)c2cnc(Cl)c(Cl)c2)cc1,-1.6,5%,1,0%,10%,5%,-1%,-7%,-21%
C=CCc1cccc(CNc2ccc(Br)cc2)c1O,0.3,1%,25,3%,10%,10%,?,-30%,-33%[inhibitor]
O=C(c1nc2ccccn2c1CNCCCn1ncc2ccccc21)N1CCOCC1,-0.1,-11%,-1,-11%,-1%,3%,7%,?,8%
CCCCN(c1ccc(C(=O)OC)cc1)S(=O)(=O)c1ccccc1,-3.7,-11%,0,2%,13%,-2%,?,-5%,-14%
CC1(C)SC(=S)N(NC(=O)Nc2cccc3ccccc23)C1N(O)C(=O)Nc1ccccc1 (stereo not given),-0.3,-22%,-3,6%,-12%,10%,11µM*,2%,i
Nc1ccc(Cl)cc1C(=O)OCC(=O)NC1CCS(=O)(=O)C1 (stereo not given),0.0,i,8,-9%,0%,5%,426%[activator],-27%,-37%[inhibitor]
O=c1cc(-c2ccccc2)nc2c(Cl)cc(Cl)cn12,-2.1,-7%,-1,5%,-4%,-13%,10%,4%,i
COc1ccc(CCNC(=O)c2cccc(Br)c2)cc1OC,-0.2,4%,4,5%,-4%,7%,6%,-7%,-8%
N#Cc1ccc(-c2ccco2)nc1SCC(=O)c1ccc(Cl)cc1,16,28%,?,4%,-4%,11%,?,8%,i
Cc1ccc(NC(=O)c2ccc3ccccc3n2)cc1S(=O)(=O)N(C)C,0.1,-3%,-4,-16%,5%,8%,35%[activator],12%,-37%[inhibitor]
O=C(CSc1nccc(-c2cccs2)n1)Nc1cccc(Cl)c1,-4.1,6%,0,0%,21%,11%,-22%,-3%,i
O=C1COc2cc(S(=O)(=O)CCC(=O)N3CCN(c4ccccc4)CC3)c(Cl)cc2N1,.,-6%,.,.,8%,.,-7%,.,i
COCCNC(=O)C1(C)CCCN(Cc2ccc3ccccc3c2Br)C1 (stereo not given),-0.6,8%,3,-13%,2%,2%,?,-3%,i
CCN(Cc1ccccc1)C(=O)CS(=O)(=O)c1ccccc1,1.2,5%,-10,-12%,7%,4%,6%,22%,i
Cc1ccc2nc3c(cc(C(=O)NCCN4CCOCC4)c(=N)n3CCCN3CCOCC3)c(=O)n2c1,0.5,171%[activator],2,-20%,16%,-7%,30%[activator],-14%,i
Cc1cccc(OCCCCCN2CCOCC2)c1,1.1,13%,8,2%,0%,3%,0%,0%,i
Cn1c(=O)[nH]c(=O)c2c1nc(N1CCOCC1)n2CCc1ccccc1,-0.8,4%,-4,0%,10%,-6%,14%,-1%,-1%
C=C(C(=O)c1ccccc1)C(NC(C)(C)C)c1ccccc1 (stereo not given),-6.6,5µM*,1,-16%,-23%,22%,5µM*,-14%,-39%[inhibitor]
COc1ccc(-c2n[nH]nc2C2=CC(=O)CC(C)(C)C2)cc1,-1.6,-11%,-10,-13%,0%,1%,-20%,-2%,-20%
Cc1nc(N2CCN(Cc3ccccc3)CC2)[nH]c(=O)c1C,-3.4,8%,-2,-3%,-10%,4%,2%,0%,-2%[57.5 µM]
CS(=O)(=O)N1CCC(C(=O)Nc2ccc(C(F)(F)F)cc2)CC1,-3.1,5%,1,-13%,1%,-3%,?,-3%,-8%
Cc1onc(-c2ccccc2)c1C(=O)N/N=C/C(Br)=C/c1ccccc1,-0.4,-29%,2,-10%,2%,16%,?,-13%,-28%
CCCCOc1ncnc2c1[nH]c1ccccc12,-0.5,3%,-8,-2%,8%,-1%,?,-5%,-17%[57.5 µM]
COc1ccc(N2CCOCC2)c(NC(=O)c2ccc3c(c2)OCO3)c1,0.0,0%,5,1%,24%,1%,5%,-5%,-8%
O=[N+]([O-])c1ccc(N2CCOCC2)c(S(=O)(=O)N2CCOCC2)c1,-1.1,4%,0,-12%,10%,1%,47%[activator],-5%,-1%
Cc1nc(C(F)(F)F)ccc1C(=O)N1CCC1(C)C(=O)NS(=O)(=O)c1ccccc1Cl (stereo not given),0.3,7%,-3,-15%,-5%,7%,15%,5%,-24%
CCCCN(C)CCCNC(=O)c1ccc2c(c1)NC(=O)C(N1CCOCC1)S2 (stereo not given),-0.2,-2%,-7,0%,0%,10%,-22%,6%,i
C=CCn1c(SCCC(=O)O)nnc1-c1cccs1,-4.5,6%,0,2%,6%,3%,-14%,-25%,?
CCOC(=O)/C(=C\c1cccnc1)C(=O)c1cc(C(C)=O)c(Nc2ccccc2)s1,-5.1,?,-8,?,-21%,1%,-6%,-27%,-95%[inhibitor]
CCc1ccccc1NC(=O)CSc1nc(C)c(C)o1,0.9,-7%,2,-4%,-1%,-3%,4%,0%,-27%
CC(C)CNC(=O)COC(=O)c1ccc2c(c1)C(=O)N(Cc1ccco1)C2=O,0.6,2%,-1,-19%,11%,-1%,-12%,-18%,17%
COc1ccc2c(C)cc3nnnn3c2c1,-3.8,-2%,2,-13%,13%,-4%,13%,-7%,i
CC(=O)C1=C(O)C(=O)N(CCCn2ccnc2)C1c1ccc(C)cc1 (stereo not given),-1.1,-12%,.,-4%,0%,5%,7%,2%,-17%[57.5 µM]
Cc1[nH]c2ccccc2c1C(=O)C(=O)NCCCn1ccnc1,-0.7,-6%[7.66 µM],-1,-2%,0%,-3%,14%[7.66 µM],2%,i
CCC(=O)Nc1cc(ON=C(C)C)cc([N+](=O)[O-])c1,0.1,-14%,1,0%,12%,-1%,0%,0%,i
C(=N\N1CCN(c2ccccn2)CC1)/c1ccco1,-0.3,7%,-1,-3%,3%,1%,-1%,-17%,-4%
COc1cccc(-c2ccc(NC(=O)C3CCCN(Cc4nccn4C)C3)cc2)c1 (stereo not given),-4.3,-14%,17,2%,13%,-8%,?,5%,-21%
Oc1ccc(CNc2ccccc2O)cc1,-0.1,-18%,?,?,14%,8%,16%,0%,i
COc1ccc(-c2c/c(=N\c3nc(-c4ccccc4)c(C)s3)c3ccccc3o2)cc1O,-0.6,?,2,7%,2%,-23%,?,?,i
CNc1nc(OCC#N)nc(N2CCCCC2)n1,1.7,?,2,-12%,29%,-2%,38%[activator],9%,i
O=C(c1cnn2c(C(F)(F)F)cc(-c3ccco3)nc12)N1CCCc2ccccc21,1.5,3%,2,-3%,-14%,7%,1%,16%,-1%
COc1ccc(-c2noc(CN(C(=O)c3c(-c4ccccc4Cl)noc3C)C(C)C)n2)cc1,4.4,43%,0,-13%,-1%,11%,?,?,-12%
COc1ccccc1Cn1c(-c2ccco2)nc2nc3ccccc3nc21,1.9,13%,-14,-3%,0%,0%,-8%,-11%,-26%
O=C(O)C(=Cc1ccccc1[N+](=O)[O-])c1ccccc1,-0.1,-6%,1,-3%,5%,7%,13%,-25%,i
COc1ccc(OCCNC(=O)CSc2ccc(C(F)(F)F)cc2[N+](=O)[O-])cc1,-1.0,0%,9,-7%,10%,-9%,?,-10%,-16%
CC(=O)Nc1cc(C(F)(F)F)ccc1OCCOc1ccccc1,-1.3,10%,3,-6%,0%,8%,0%,-5%,-12%
Cc1ccc(CSc2nnc(-c3ccncc3)o2)c(C)c1,-0.3,5%,1,-10%,11%,7%,-4%,1%,-2%
CN(C)CCNC(=O)c1ccc(-c2cn3c(-c4ccc(Oc5ccccc5)cc4)cnc3cn2)cc1,-0.9,?,-2,-17%,?,1%,?,-16%,-20%
CC(=O)c1cccc(CN2CCC(n3nccc3NC(=O)CCOc3ccccc3)CC2)c1,-3.8,-6%,-2,-2%,4%,-4%,-5%,9%,i
C=CCNC(=O)/C(C#N)=C/c1ccc(OS(=O)(=O)c2ccc(C)cc2)c(OC)c1,-1.2,-3%,-9,?,-2%,17%,-17%,-23%,-23%

# Single values from the results shown:
# For GLP1R ag, COc1ccc(OCCNC(=O)CSc2ccc(C(F)(F)F)cc2[N+](=O)[O-])cc1 has 10%
# For GLP-1R inv ag, COc1ccc2c(C)cc3nnnn3c2c1 has 13%
# For GLP1R cytotox, O=C(O)C(=Cc1ccccc1[N+](=O)[O-])c1ccccc1 has -6%

# Screening data from PubChem BioAssay.
